Bioassay records (PubChem BioAssay)
NSD2 inh: NSD2 histone methyltransferase inhibitors, primary screen, biochemical, AlphaScreen, single concentration, set 2; 310,000 tested, 0.54% active; NSD2 peptide methylation, 120 min; inhibition, % at 12.5 µM; in the data active = inhibition above about 50%
RTF Ca sens inh: cardiac RTF calcium sensitivity inhibitors, primary screen, biochemical, IANBD-TnC fluorescence, EC70 calcium; Troponin I, cardiac muscle (Homo sapiens) + Troponin T, cardiac muscle (Homo sapiens) + …; inhibition, % at 7.15 µM; 340,000 tested, 0.12% active; IANBD-labeled cardiac RTF, Ca2+ fluorescence;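 active = inhibition above the mean inhibition of all tested compounds plus 3 SD, cut at about 17% in these data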;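 also: assay run at fixed EC70 calcium of 1.6 mM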
CAL PDZ FP-1: untagged CAL PDZ binding inhibitors, primary screen, biochemical, fluorescence polarization, HTS | purified CAL PDZ, TMR-peptide fluorescence polarization, 1 h | AID 602252, 2012 | 300,000 tested, 0.92% active | inhibition, % at 24.9 µM | Golgi-associated PDZ and coiled-coil motif-containing protein (Homo sapiens), Q9HD26;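 active = mean inhibition of at least 30% with at least half of replicates also reaching 30%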;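 also: 0% = DMSO neutral control and 100% = excess unlabeled competitor peptide PRC23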
Keap1 Nrf2 FP: Keap1-Nrf2 protein-protein interaction inhibitors, primary screen, biochemical, fluorescence polarization, single point; AID 504523, 2011; Keap1 Kelch-Nrf2 peptide fluorescence polarization, 1536-well; 340,000 tested, 0.15% active; inhibition, % at 9.4 µM; Kelch-like ECH-associated protein 1 (Homo sapiens), Q14145; in the data active = inhibition above about 12%;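 also: human Keap1 Kelch domain with fluorescein labeled Nrf2 9mer peptide probe; 0% = neutral control wells and 100% = peptide positive control; higher means more block of Keap1 binding to Nrf2 peptide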
V-ATPase pHluor: regulators of yeast V-ATPase proton pumping, primary screen, pHLuorin cytosolic pH fluorescence; 350,000 tested, 0.37% active; response, % at 10 µM; S. cerevisiae; AID 504577, 2011; in the data active = response mostly above about 7.3%, no sharp cut-off; inactive = mostly below about 5.4%; also: actives read high; inactives centre near 0; some compounds called inactive have numbers as strong as hits
Pemphigus Ab inh: inhibitors of pemphigus antibody binding to DSG3, primary screen, biochemical, bead-based, flow cytometry, scFv-GFP; Desmoglein-3 (Homo sapiens), P32926; DSG3-coupled beads, scFv-anti-DSG3-GFP binding; hits give low values; binding (percent of control), % at 10 µM; 310,000 tested, 0.48% active; AID 588358, 2011;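 active = binding more than 3 SD below its plate's average and above zero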;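 also: hits lower antibody fragment binding to DSG3; some compounds called inactive have numbers as strong as hits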
DAGLB inh: DAGLB lipase inhibitors, primary screen, biochemical, fluorescence, HTS; Diacylglycerol lipase-beta (Homo sapiens), Q8NCG7; HEK293T DAGLB membrane lysate, EnzChek fluorogenic substrate; inhibition, % at 5.17 µM; 340,000 tested, 0.059% active; in the data active = inhibition above about 34%;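 also: 0% = enzyme with vehicle and 100% = wells lacking enzyme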
Target sequence (Q8NCG7 whole entry, looked up): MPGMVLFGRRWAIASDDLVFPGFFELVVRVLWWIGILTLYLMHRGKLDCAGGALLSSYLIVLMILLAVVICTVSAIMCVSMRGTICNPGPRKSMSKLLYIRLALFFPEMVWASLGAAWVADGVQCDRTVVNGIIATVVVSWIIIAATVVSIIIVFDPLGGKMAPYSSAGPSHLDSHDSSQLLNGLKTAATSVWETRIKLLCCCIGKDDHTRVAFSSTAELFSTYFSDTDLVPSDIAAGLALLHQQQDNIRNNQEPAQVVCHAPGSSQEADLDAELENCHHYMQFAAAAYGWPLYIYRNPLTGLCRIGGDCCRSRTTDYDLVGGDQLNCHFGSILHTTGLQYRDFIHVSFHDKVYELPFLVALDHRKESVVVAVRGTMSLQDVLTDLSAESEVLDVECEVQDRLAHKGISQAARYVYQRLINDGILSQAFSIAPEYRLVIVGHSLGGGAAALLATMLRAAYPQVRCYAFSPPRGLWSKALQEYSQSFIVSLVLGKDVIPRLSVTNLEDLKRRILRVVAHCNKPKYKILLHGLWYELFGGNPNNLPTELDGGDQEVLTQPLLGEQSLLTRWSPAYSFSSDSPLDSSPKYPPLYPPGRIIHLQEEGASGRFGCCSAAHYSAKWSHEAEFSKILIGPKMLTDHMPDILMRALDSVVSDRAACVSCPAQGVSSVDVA
C-LANA FP: inhibitors of KSHV C-LANA binding to DNA, primary screen, biochemical, fluorescence polarization, FAM-LBS DNA, MBP-C-LANA, single point | AID 504423, 2011 | inhibition, % at 9 µM | 340,000 tested, 0.078% active | Kaposi's sarcoma herpesvirus LANA C-terminal domain (residues 932-1162) DNA binding;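 active = highest replicate inhibition at or above 60% at 9 µM, even if other replicates fall short; inactive = all replicates below 60% inhibition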;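 also: 0% = neutral control wells and 100% = 4 µM acridine orange control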
CAL PDZ FP-2: CAL PDZ peptide-binding inhibitors, primary screen, biochemical, fluorescence polarization, Cer-tagged CAL PDZ, HTS | Golgi-associated PDZ and coiled-coil motif-containing protein (Homo sapiens), Q9HD26 | purified CAL PDZ, TMR-peptide fluorescence polarization, 1 h | inhibition, % at 20 µM | 330,000 tested, 0.02% active | AID 504414, 2011;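 active = highest replicate inhibition of at least 40%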;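 also: plate controls were DMSO neutral control wells for no effect and unlabeled competitor peptide control wells for full effect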
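Test system: tagged CAL PDZ domain / Buffer or medium: sodium phosphate/NaCl buffer pH 7.4 with TCEP, IgG, Thesit / Reagent: TMR-labelled reporter peptide T*-PRC34 bound in PDZ groove / Compound dosing: single point, 20 µM / Schedule: 1 h incubation at room temperature before polarization reading / Technique: fluorescence polarization (mP) / Benchmarks: unlabelled peptide, DMSO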
Arr AP2 block: inhibitors of beta-arrestin/AP2 binding, primary screen, biochemical, GPCR trafficking, flow cytometry. FITC-arrestin peptide / GST-AP2 beads; AP2 beta2 appendage carries R879A mutation. inhibition, % at 10 µM. 340,000 tested, 0.31% active;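 active = inhibition above a set limit, near 3 SD of compounds lacking own fluorescence, cut at about 54% in these data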;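 also: plate controls were DMSO wells for no effect and 5 µM unlabelled arrestin peptide for full effect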
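System: GST-tagged AP2 beta2-adaptin appendage (R879A) on 4 µm glutathione beads / Reagent: FITC-arrestin peptide, 50 nM / Detection: HyperCyt-sampled flow cytometry, FL1 channel, ex 488/em 535 nm / Timing: 12 min plus 1 h, RT / Buffer or medium: PBS plus Tween 20 (0.05%) and BSA (0.1%)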
* = called active by the depositor; x = no result given.

Every second line gives: CAL PDZ FP-2	C-LANA FP	V-ATPase pHluor	CAL PDZ FP-1	DAGLB inh	NSD2 inh	Arr AP2 block	Keap1 Nrf2 FP	RTF Ca sens inh	Pemphigus Ab inh
1) Cc1ccc(C)c(C(C)NC(=O)CC#N)c1 (configuration not stated)
    -2.5	0.1	2	-2	1	-2	-4	-3	-4	87
2) O=S(=O)(Nc1cccnc1)c1ccc(Cl)c(C(F)(F)F)c1
    -0.4	0.2	x	20	3	-4	10	-1	-9	x
3) COc1cc(C(C(=O)NC2CCCCC2)N(C(=O)c2snc(C(N)=O)c2N)c2ccc(C)cc2)ccc1O (configuration not stated)
    -1.8	0.1	1	-1	1	-2	26	1	-6	95
4) COC(=O)COc1ccc2cc(-c3ccc(OC)cc3)c(=O)oc2c1
    -1.3	-2.1	-5	-5	2	-2	-5	-3	-3	103
5) CC(C)c1nn(-c2cc(C(F)(F)F)ccn2)c(=O)o1
    -0.7	0.7	0	5	-3	11	24	-2	1	x
6) C/C(=N\NC(=O)COc1ccccc1[N+](=O)[O-])c1cccs1
    -0.9	-0.3	4	-1	-2	-4	-8	0	-2	x
7) Cc1ccnc(NS(=O)(=O)c2ccc(NC(=O)Cc3cccs3)cc2)n1
    -0.8	3.1	-1	0	1	x	1	0	-7	95
8) Cc1cc(OCC(=O)Nc2ccccc2N2CCOCC2)c(C(C)C)cc1Cl
    -0.8	4.7	5	-2	-12	-1	-1	-6	-4	x
9) Cc1cc(C)cc(NC(=O)c2cc(S(=O)(=O)NCc3ccco3)ccc2F)c1
    0.5	-0.3	-4	-5	-11	x	-7	-4	-3	101
10) COc1ccccc1NC(=O)CSc1nnc(Cn2c(=O)sc3ccccc32)n1C
    -1.2	0.3	-2	x	-1	x	10	-6	-12	104
11) Cc1ccc(NC(=O)CSc2nn3c(=O)c(C)nnc3s2)cc1Cl
    -2.7	0.9	-6	2	-2	-2	9	-1	-3	x
12) Cc1ccc(NC(=O)COC(=O)C2(CC(=O)NC(C)C)CCCC2)cc1C
    -0.4	-1.8	-1	-8	-2	-4	4	-4	-8	x
13) Cc1nc2nc3c(c(=O)n2[nH]1)CCCC3
    0.2	-1.1	2	-5	-3	-4	-6	2	-11	105
14) CCOC(=O)C1CCN(Cc2cn(C)nc2-c2ccc(Oc3ccccc3)cc2)CC1
    -1.8	0.3	1	3	-2	-1	12	0	-7	118
15) O=C(COC(=O)c1cc(-c2cccc(Br)c2)nc2ccccc12)NCC1CCCO1 (configuration not stated)
    -3.2	-2.5	0	-3	-8	0	10	0	-5	186
16) CCOc1ccc(NC(=O)CNC(=O)c2nn(-c3ccc(OC)cc3)c(=O)c3ccccc23)cc1
    -1.2	-0.9	1	-2	0	10	11	4	5	122
17) CCc1ccc(NC(=O)c2cnn(-c3ccccc3)c2C)cc1
    1.0	0.1	-2	2	-1	-2	6	0	1	96
18) COCc1c(C(=O)N2CCN(c3ccccc3C)CC2)oc2ccccc12
    0.2	-1.2	3	x	-11	0	-3	-5	1	100
19) Cc1cc(OCC(=O)Nc2ccc(CN3CCOCC3)cc2)c2c(C)cc(=O)oc2c1
    -5.3	2.6	0	-3	1	-1	23	2	-4	98
20) COCCNc1nnc(SCC(=O)c2c[nH]c3ccccc23)s1
    -0.2	-0.6	-1	-1	1	x	42	-6	-7	100
21) O=C(CN1CCC(n2nnc3cc(F)ccc32)CC1)N1CCc2ccccc2C1
    -3.8	-1.0	-3	-2	-3	-2	10	-3	1	84
22) CCn1c2ccccc2c2cc(NC(=O)COC(=O)c3cc(S(N)(=O)=O)c(Cl)cc3Cl)ccc21
    -2.3	-0.7	-2	0	3	-1	27	-4	0	84
23) O=C1CCC[C@@H]2Cc3nc4ccc(Cl)cc4cc3[C@@H]3CCN1[C@H]23
    -2.2	-0.4	4	-28	3	x	6	-2	-12	96
24) Cc1c(/C=N/NC(=O)c2cccnc2)c2ccccc2n1Cc1ccccc1
    -1.4	1.3	7	-2	x	2	-4	2	x	208
25) COc1cccc(N2CCN(C(=O)CC(NC(=O)c3ccccc3)c3ccccc3)CC2)c1 (configuration not stated)
    -1.3	-0.2	4	-1	-8	6	-2	2	-1	120
26) Cc1cc(=O)[nH]c2c1c(C)nn2C1CCOC(C)(C)C1 (configuration not stated)
    -0.7	0.2	-5	5	4	x	2	2	-9	101
27) Cc1nc(CS(=O)(=O)c2ccc(Cl)cc2)cc(N2CCOCC2)n1
    -0.2	2.1	0	-4	0	2	0	-1	8	x
28) O=C(CCc1ccc(O)cc1)NN=Cc1cc(Br)ccc1O
    x	x	-2	x	4	0	x	x	x	106
29) CC1CCN(CCc2nc3cc(NC(=O)NC4CCCCC4)ccc3n2C)CC1
    -0.2	-1.1	-1	-1	-2	2	2	4	-1	99
30) Cc1ccc(S(=O)(=O)NC(CC(=O)NC2CCCC2)c2ccco2)cc1 (configuration not stated)
    -0.1	0.1	-1	-1	-1	0	0	0	-5	102

An excerpt from above in order of the Pemphigus Ab inh value, falling:
#	SMILES	Pemphigus Ab inh
13	Cc1nc2nc3c(c(=O)n2[nH]1)CCCC3	105
9	Cc1cc(C)cc(NC(=O)c2cc(S(=O)(=O)NCc3ccco3)ccc2F)c1	101
23	O=C1CCC[C@@H]2Cc3nc4ccc(Cl)cc4cc3[C@@H]3CCN1[C@H]23	96

Retrieved one by one from the list above (six):
Every second line gives: CAL PDZ FP-2	C-LANA FP	V-ATPase pHluor	CAL PDZ FP-1	DAGLB inh	NSD2 inh	Arr AP2 block	Keap1 Nrf2 FP	RTF Ca sens inh	Pemphigus Ab inh
13) Cc1nc2nc3c(c(=O)n2[nH]1)CCCC3
    0.2	-1.1	2	-5	-3	-4	-6	2	-11	105
30) Cc1ccc(S(=O)(=O)NC(CC(=O)NC2CCCC2)c2ccco2)cc1 (configuration not stated)
    -0.1	0.1	-1	-1	-1	0	0	0	-5	102
4) COC(=O)COc1ccc2cc(-c3ccc(OC)cc3)c(=O)oc2c1
    -1.3	-2.1	-5	-5	2	-2	-5	-3	-3	103
16) CCOc1ccc(NC(=O)CNC(=O)c2nn(-c3ccc(OC)cc3)c(=O)c3ccccc23)cc1
    -1.2	-0.9	1	-2	0	10	11	4	5	122
24) Cc1c(/C=N/NC(=O)c2cccnc2)c2ccccc2n1Cc1ccccc1
    -1.4	1.3	7	-2	x	2	-4	2	x	208
18) COCc1c(C(=O)N2CCN(c3ccccc3C)CC2)oc2ccccc12
    0.2	-1.2	3	x	-11	0	-3	-5	1	100

Later entries:
Every second line gives: CAL PDZ FP-2	C-LANA FP	V-ATPase pHluor	CAL PDZ FP-1	DAGLB inh	NSD2 inh	Arr AP2 block	Keap1 Nrf2 FP	RTF Ca sens inh	Pemphigus Ab inh
31) Cc1ccc(C)c(SCC(=O)N(C)C2CCS(=O)(=O)C2)c1 (configuration not stated)
    1.0	-1.3	3	-3	1	-2	19	-2	-11	x
32) Cc1ccccc1OCC(=O)NCCCNC(=O)c1cccnc1
    -1.2	-0.4	-1	-3	-2	0	-8	0	-20	95
33) CCCN(C(=O)Cc1nc(N)n[nH]1)C1(C(=O)Nc2ccccc2C)CCCCC1
    x	1.4	0	-3	-4	0	15	0	0	101
34) Cc1cccc(C)c1Nc1nnc(SCc2cc([N+](=O)[O-])cc3c2OCOC3)s1
    -1.7	0.2	1	x	0	8	-17	-7	-5	110
35) COc1ccc(CN2CCN(S(=O)(=O)c3ccc(C)cc3)CC2)cc1Br
    -0.7	-1.1	-3	-2	-4	-4	1	0	-6	101
36) Cc1ccccc1C(=O)Oc1ccccc1N1C(=O)C2CC=CCC2C1=O (configuration not stated)
    1.0	-1.9	1	0	-5	0	1	0	-12	110
37) CCOC(=O)c1c(S(=O)(=O)NCC(=O)Nc2cc(C)ccn2)c(C)n(C)c1C
    -0.3	0.1	0	-3	2	1	7	-1	-6	x
38) COc1ccc(CC(=O)N(Cc2ccccc2)C(C)C)cc1
    -0.5	-0.3	0	0	-3	-1	1	2	0	105
39) CCN(CC)S(=O)(=O)c1ccc2oc(C(=O)NC3CC3)c(C)c2c1
    -2.3	1.6	2	-2	0	25	-2	-1	8	91
40) O=C(C[C@H]1C/C=C\C[C@H](NC(=O)OCC2c3ccccc3-c3ccccc32)C(=O)O[C@H](c2ccccc2)CNC1=O)N[C@H](CO)Cc1ccccc1
    -0.2	0.3	3	1	-1	x	6	-3	7	87
41) CC1CCCC(C)N1C(=O)COC(=O)c1nn(C)c(=O)c2ccccc12 (configuration not stated)
    -0.4	0.1	0	-3	-2	-1	-9	-1	-9	106
42) O=C1C(Cc2ccccc2)SC(=Nc2ccccc2)N1c1ccccc1 (configuration not stated)
    -0.2	3.8	5	-2	-10	-2	6	-2	-20	107
43) CC1(C(=O)c2ccccc2)C2c3c(ccc4ccccc34)OC(=O)C21C(=O)N1CCOCC1 (configuration not stated)
    -0.1	-2.0	-2	-4	1	x	29	-2	-6	109
44) O=C1OC2(CCCCC2)OC(=O)C1=CNc1ccc2c(c1)OCO2
    -0.8	0.5	4	0	2	-1	0	-5	-6	101
45) O=C(Nc1ccccc1)NC1(C(=O)NCc2ccc3c(c2)OCO3)CCCCC1
    -1.5	0.0	0	x	0	1	-1	-2	0	97
46) CCOC(=O)c1ccccc1NC(=O)COC(=O)c1ccc(OCC(=O)N2CCOCC2)c(OCC)c1
    -0.6	0.5	-3	-2	0	-2	10	2	-2	112
47) CC(=O)Nc1ccc(C(=O)CN2C(=O)NC3(CCCc4ccccc43)C2=O)c(F)c1 (configuration not stated)
    -1.7	2.5	0	15	-1	-1	-1	-2	-14	119
48) Cn1c(=O)c2c(nc(N3CCN(c4ccccn4)CC3)n2Cc2ccc(Cl)cc2Cl)n(C)c1=O
    -0.7	2.5	2	1	0	3	10	-2	0	x
49) Cc1cc(NS(=O)(=O)c2ccc(NC(=O)CCCOc3ccccc3)cc2)no1
    -2.9	1.3	4	-4	1	-5	-12	6	1	102

Some of the compounds tested; rates above refer to the full screens.
